# Screening results as filed in PubChem.
# HTT aggregate – reduces HttQ103-GFP aggregates in PC12 cells. Potency, µM (top dose mostly 46.1 µM), inactives show at the top dose activity change, negative = inhibition, usual class: inhibitors. PC12 HttQ103-GFP aggregates, Acumen cytometry, 40 h. AID 1688. 220,000 compounds, 1.1% hits; also: potency is read from the fitted curve at half-maximal effect; % is scaled to controls: 0 for no effect and ±100 for the full control effect; nearly all actives have a fitted effect of over 60% in size
#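 Quantitative HTS on tebufenozide-induced (100 nM) PC12 cells stably expressing polyQ103 Huntingtin exon 1–GFP. Reduction of bright GFP aggregates, detected by laser scanning cytometry after lysis, identified actives across the titration.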
# IMPase Li inh – cell-permeable IMPase inhibitors with lithium potentiation; CHO-M1 cells, IP1 TR-FRET (IP-One), carbachol + lithium; Potency, µM (series often up to 59.4 µM), without a hit: at the top dose activity, negative = IMPase inhibition, hits mostly inhibitors; 210,000 compounds, 0.35% hits; AID 1457;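 also: IP1 builds up when IMPase is blocked and the TR-FRET signal falls; potency is read from the fitted curve at half-maximal effect; plate controls were basal vehicle for no effect and high inhibitor control for full effect; nearly all actives have a fitted effect of over 50% in size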
#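 Test compounds were applied to CHO-M1 cells previously cultured for 16–30 h at 2000 per well. A small lithium amount accompanied them; after 30 min at 37C, IP1 was quantified by TR-FRET.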
# Luc counter – blocks Kinase-Glo luciferase, a counter-screen artifact; Q27757; Kinase-Glo luciferase, ATP luminescence, 8 min; Potency, µM (titrated, usually from 38.3 µM), for inactives: top-dose activity change, negative = inhibition, actives largely listed as inhibitors; 200,000 compounds, 0.28% hits; also: potency is read from the fitted curve at half-maximal effect; % is scaled to controls: 0 for no effect and ±100 for the full control effect; nearly all actives have a fitted effect of over 60% in size
#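 Compound is pinned into ATP-containing buffer (10 uM ATP, imidazole pH 7.2, 7 mM MgCl2). Kinase-Glo luciferase reagent is then added. Light output is recorded following an 8-min room-temperature incubation.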
# L3MBTL1 inh – inhibitors of human L3MBTL1; Q9Y468; 230,000 compounds, 0.66% hits; AlphaScreen L3MBTL1–H3K9me1 peptide binding; Potency, µM (titrated, usually from 57.1 µM), without a hit: top-dose activity, negative = inhibition, most hits filed as inhibitors; also: potency is read from the fitted curve at half-maximal effect; % is scaled to controls: 0 for no effect and ±100 for the full control effect; nearly all actives have a fitted effect of over 60% in size
#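 First, the protein-peptide complex forms for 30 min at room temperature (L3MBTL1 50 nM, biotinylated H3K9me1 peptide 75 nM). Next, compounds are pin-transferred and incubated 30 min. Finally, AlphaScreen beads are added and read after 30 min.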
# NPSR antagonist – neuropeptide S receptor (human) antagonism, cAMP | Q6W5P4 | AID 1461 | 220,000 compounds, 1% hits | Potency, µM (top dose mostly 38.3 µM), without a hit: at the highest dose activity change, negative = inhibition, actives largely listed as inhibitors | CHO-NPSR cells, cAMP TR-FRET, antagonist mode; also: potency is read from the fitted curve at half-maximal effect; % is scaled to controls: 0 for no effect and ±100 for the full control effect; nearly all actives have a fitted effect of over 50% in size; many of its hits are not listed in these tables
# Target sequence (Q6W5P4 whole entry, looked up): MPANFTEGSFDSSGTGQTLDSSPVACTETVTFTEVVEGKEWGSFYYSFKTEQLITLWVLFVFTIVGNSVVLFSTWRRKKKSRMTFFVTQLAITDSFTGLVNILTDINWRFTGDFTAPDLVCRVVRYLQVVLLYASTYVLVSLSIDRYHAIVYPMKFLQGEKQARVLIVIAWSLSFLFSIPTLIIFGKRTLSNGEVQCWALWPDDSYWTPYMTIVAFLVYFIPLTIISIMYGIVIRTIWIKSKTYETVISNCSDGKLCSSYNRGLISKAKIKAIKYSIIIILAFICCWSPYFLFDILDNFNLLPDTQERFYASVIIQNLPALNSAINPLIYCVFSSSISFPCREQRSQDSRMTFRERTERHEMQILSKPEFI
# Epigenetic reg – epigenetic control regulation, reporter derepression; 280,000 compounds, 0.2% hits; AID 1865; Potency, µM (highest dose often 53.9 µM), inactives show top-dose GFP activation, most hits filed as activators; murine LDR cells, GFP reporter derepression, 30 h; also: potency is read from the fitted curve at half-maximal effect; % of control where 0% means no effect; nearly all actives have a fitted effect of over 60% in size
#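 Readout is the number of GFP-expressing murine LDR cells, counted by cytometry following washing. Cells were treated with compound for 30 h at 37 C; the stably integrated CMV-GFP locus is normally silent.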
# CBFb-RUNX1 inh – CBF-beta/RUNX1 interaction disruption. Q01196+Q13951. AlphaScreen CBFb-His/RUNX1-biotin binding, biochemical. Potency, µM (highest dose often 59.8 µM), inactives show top-dose activity, negative = inhibition, actives largely listed as inhibitors. 230,000 tested, under 10 active. AID 1477; also: % of control where 0% means no effect
# Target sequence (Q01196 whole entry, looked up): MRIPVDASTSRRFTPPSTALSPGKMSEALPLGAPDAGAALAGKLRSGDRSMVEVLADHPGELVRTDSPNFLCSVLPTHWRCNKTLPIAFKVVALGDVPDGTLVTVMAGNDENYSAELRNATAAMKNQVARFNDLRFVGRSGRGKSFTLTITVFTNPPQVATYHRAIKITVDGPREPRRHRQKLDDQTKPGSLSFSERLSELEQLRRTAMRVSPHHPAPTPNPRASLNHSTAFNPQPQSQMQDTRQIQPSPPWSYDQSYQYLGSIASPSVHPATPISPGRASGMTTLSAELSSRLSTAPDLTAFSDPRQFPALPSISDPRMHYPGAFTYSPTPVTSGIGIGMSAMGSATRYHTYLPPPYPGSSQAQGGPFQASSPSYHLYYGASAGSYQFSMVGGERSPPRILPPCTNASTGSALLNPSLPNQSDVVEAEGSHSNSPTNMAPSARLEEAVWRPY
# Target sequence (Q13951 whole entry, looked up): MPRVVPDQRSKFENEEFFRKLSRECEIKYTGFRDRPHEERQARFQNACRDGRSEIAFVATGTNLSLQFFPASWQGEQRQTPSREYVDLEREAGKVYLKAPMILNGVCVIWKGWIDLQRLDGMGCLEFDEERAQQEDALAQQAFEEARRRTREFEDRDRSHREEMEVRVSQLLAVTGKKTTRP
#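 AlphaScreen binding: CBFb-His and RUNX1-biotin (30 nM each) preincubated 20 min, compound added for 15 min, then nickel and streptavidin beads for 90 min, all at room temperature. Disruption of the interaction by any mechanism counts as activity.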
# The depositor's hits bear a star; ? = inconclusive; · = no result given; [ ] = another dose, or the depositor's remark. Calls follow the shape of the dose curve; as a rule, active = well fitted curve in the direction sought with a large enough effect; inconclusive = small, poorly fitted or top-dose-only effect, or another doubt; inactive = no such curve, though single readings can be large; an effect the other way counts as inactive or inconclusive.
SMILES	CBFb-RUNX1 inh	IMPase Li inh	Epigenetic reg	NPSR antagonist	L3MBTL1 inh	Luc counter	HTT aggregate
O=C(CN(C(=O)Cn1nnc(-c2ccccc2F)n1)c1cnc2ccccc2c1)NCC1CCCO1 (stereo unspecified)	-8%	-2%	6.9%	-2%	?	9%	-8%
O=C(COc1cccnc1[N+](=O)[O-])NCCc1ccc(Cl)cc1Cl	11%	-2%	-0.6%	-4%	7%	2%	18%
COc1ccccc1Oc1ncnc2c1cnn2-c1ccccc1	-1%	1%	-0.1%	-34%	0%	1%	23%
CN(C1CCCCC1)S(=O)(=O)c1ccc2c(c1)c(=O)c(C(=O)N1CCc3ccccc3C1)cn2C	1%	-3%[38.3 µM]	-1.4%	-2%[46.1 µM]	·	-8%	14%
CSc1nc(NCc2ccccc2)c2c3c(sc2n1)CN(C)CC3	-1%	20%	0.9%	22%[46.1 µM]	-9%	-3%	10%
Cc1cc(C)cc(-n2c(C)cc(C=C(C#N)C#N)c2C)c1	8%	10µM*	0.0%	-19%[46.1 µM]	-4%	-9%	-8%
CCOC(=O)N1CCN(S(=O)(=O)c2cc(Br)cc3c2N(C(=O)CC)CC3)CC1	9%	26%[38.3 µM]	-1.1%	-15%[46.1 µM]	·	4%	-3%
O=S(=O)(c1ccc2c(c1)OCCO2)N1CCC(O)(c2ccc(Cl)cc2)CC1	6%	45%[activator][38.3 µM]	0.0%	-8%[46.1 µM]	0%[11.4 µM]	-2%	?
CCCn1c(=O)c(C(=O)NCc2ccc(OC)c(OC)c2)c(O)c2ccccc21	0%	-14%[38.3 µM]	3.4%	?	2%	-2%	?
C=CCn1cnc2c(c1=O)c1nc3ccccc3nc1n2/N=C/c1cccc(OC)c1OC	9%	-4%[38.3 µM]	0.3%	?	1%	-3%	11%
O=C(NCc1ccccc1)c1ccc(Br)cc1Br	-11%	0%	4.1%	-40%	4%	0%	-3%
O=C(CCC(=O)OCC(=O)c1ccccc1)NC1CCCCC1	7%	-3%[38.3 µM]	1.6%	-21%[46.1 µM]	2%	8%	1%
CC/C(=N\NC(=S)NC(C)C)c1ccc(OC)c(OC)c1	-5%	13%	1.1%	-14%	-22%	-1%	-9%
Cc1cc(C)n(CC(O)Cn2cnc3c2c(=O)n(C)c(=O)n3C)n1 (stereo unspecified)	-4%	-2%	-2.0%	-7%[46.1 µM]	-15%	0%	3%
CCn1c(SCC(=O)Nc2nccs2)nnc1-c1ccc(S(=O)(=O)N2CCCCC2)cc1	1%	30%[activator][38.3 µM]	-1.0%	-11%[46.1 µM]	·	18%	-30%
CCC(=O)NCCn1ccc2ccccc21	9%	3%[38.3 µM]	-0.8%	20%[46.1 µM]	5%	3%	-10%
CCn1c2ccccc2c2cc(NC(=O)CSc3nccc(=O)[nH]3)ccc21	-12%	-3%	-1.5%	-12%	-12%	4%	6%
C/C(=N\NS(=O)(=O)c1cccc([N+](=O)[O-])c1)c1cccnc1	12%	4%	-0.6%	12%	-2%	3%	-4%
CCOc1ccc(C2CC(c3cccc(C)c3)n3ncnc3N2)cc1 (stereo unspecified)	6%	7%[38.3 µM]	1.7%	-7%[46.1 µM]	·	2%	-1%
O=C(N1CCOCC1)N1c2ccccc2Sc2ccccc21	0%	17%[38.3 µM]	0.0%	-20%[46.1 µM]	3%	3%	3%

# Printed as active in IMPase Li inh, of those listed so far:
canonical_smiles,CBFb-RUNX1 inh,IMPase Li inh,NPSR antagonist,L3MBTL1 inh,HTT aggregate
Cc1cc(C)cc(-n2c(C)cc(C=C(C#N)C#N)c2C)c1,8%,10µM*,-19%[46.1 µM],-4%,-8%

# (listing goes on)
SMILES	CBFb-RUNX1 inh	IMPase Li inh	Epigenetic reg	NPSR antagonist	L3MBTL1 inh	Luc counter	HTT aggregate
CCC(C)n1c(=S)[nH]c2c(sc3ccc([N+](=O)[O-])cc32)c1=O (stereo unspecified)	?	3%	2.3%	-11%	-14%	-5%	10µM*
O=C(O)c1cc(-c2cc3ccccc3o2)nn1-c1ccccc1	6%	12%	1.3%	-32%	-16%	2%	2%
CC(=O)Nc1sc(/C(C#N)=C/c2ccc(Cl)c(Cl)c2)nc1-c1ccc(C)cc1	-6%	13µM*	0.0%	-35%	48%[activator]	-3%	?
N#CC1=C(N)Oc2cc(O)ccc2C1C1CCCCC1 (stereo unspecified)	-3%	-11%[38.3 µM]	0.7%	3%[46.1 µM]	-6%	-1%	-20%
COCCCNC(=O)CSc1nc2ccccc2c(=O)n1CCCC(=O)NCC1CCCO1 (stereo unspecified)	4%	-17%[38.3 µM]	2.7%	5%[46.1 µM]	2%	1%	1%
O=C(CN(Cc1ccco1)C(=O)CNS(=O)(=O)c1ccccc1)NC1CCCCC1	0%	-1%[38.3 µM]	2.0%	-7%[46.1 µM]	2%	0%	16%[9.22 µM]
CCOc1cc(N2CCOCC2)c(OCC)cc1NC(=O)c1oc2ccccc2c1C	-7%	17%	1.3%	-44%	-3%	-1%	8%
CCOC(=O)N1CCC(NC(=O)c2ccc3c(c2)ncn3C2CCCC2)CC1	10%	-8%[38.3 µM]	-0.9%	5%[46.1 µM]	0%	0%	20%
O=C(O)c1ccccc1/C=N/NC(=O)C1CCCCC1	5%	·	-1.7%	11%	·	·	-17%[9.22 µM]
CCC(CC)C(=O)c1c[nH]c(C(=O)NCc2cccnc2)c1	-12%	0%	-0.3%	11%	17%	-3%	-2%
CCCCS(=O)(=O)N1CN(S(=O)(=O)CCCC)C2NC(=O)NC21 (stereo unspecified)	24%	·	0.2%	5%[46.1 µM]	-2%	·	-6%
Cc1nnc(NC(=O)CSc2nc3c(c(=O)n2CCc2ccccc2)SC(C)C3)s1 (stereo unspecified)	12%	8%[38.3 µM]	0.1%	-1%[46.1 µM]	12%	2%	7%
Brc1ccc(C2=Nn3c(nnc3-c3n[nH]c4c3CCC4)SC2)cc1	-4%	27%[38.3 µM]	4.9%	18%[46.1 µM]	·	1%	?
COCCNC(=O)COC(=O)C1=Cc2ccccc2OC1	2%	11%	-2.9%	-4%	-4%	1%	7%[9.22 µM]
CCCCNC(=O)N1CCN(C/C=C/c2ccccc2)CC1	-3%	10%	-0.6%	14%	1%	1%	?
CCCCC(=O)Nc1ccccc1N1CCOCC1	2%	8%	2.1%	-2%	8%	2%	4%
CCNC(=O)N1C(=O)C2(OCCO2)c2cc(Br)ccc21	7%	-4%[38.3 µM]	-1.9%	9%[7.67 µM]	6%	1%	0%
CCN(CC)c1ccc(NC(=O)Cn2c(C(C)NC(=O)c3ccc(C)cc3)nc3ccccc32)cc1 (stereo unspecified)	6%	-4%	-1.2%	-16%	-9%	·	4%[9.22 µM]
CCOC(=O)c1sc(NC(=O)CSc2nnnn2-c2ccc(C)cc2C)nc1C	-1%	10µM*	2.7%	-15%[46.1 µM]	2%	0%	-6%
Cc1ccc2cccc(S(=O)(=O)NC3CCS(=O)(=O)C3)c2n1 (stereo unspecified)	-2%	23%[38.3 µM]	-1.0%	7%[46.1 µM]	-16%[11.4 µM]	1%	0%
COc1cc(C(=O)NC(=S)Nc2ccc3c(c2)C(=O)N(C)C3=O)cc(OC)c1OC	3%	-7%	?	8%	-6%	1%	9%
COc1ccc(C(=O)NC(Cc2ccc(OC(=O)c3ccc(OC)cc3)cc2)C(=O)O)cc1 (stereo unspecified)	-5%	-4%	1.1%	7%	-2%	0%	22%
CC(/C=N/NC(=O)Cn1cnc2ccccc21)=C\c1ccccc1	-4%	5%	-1.1%	4%	-14%	-2%	-1%
COc1ccc(/C=C2\OC(=O)c3c(OC)cccc32)cc1OC	22%	?	0.0%	-1%[46.1 µM]	10%	-10%	23%
O=[N+]([O-])c1ccc2nnn(O)c2c1	1%	0%	-4.4%	-6%	3%	-2%	7%
Cn1cc([C@@H]2C[C@H]3CN(Cc4cccc(Cl)c4)C(=O)[C@]34CCCN24)c2ccccc21	-21%	12%	-1.2%	35%	-19%	·	6%[9.22 µM]
O=C(OCC1CC(c2ccccc2Cl)=NO1)c1ccc(Br)cc1 (stereo unspecified)	6%	8%	-1.9%	25%	42%[activator]	2%	1%
Oc1ccccc1/C=N/n1cnnc1	-2%	-8%[38.3 µM]	2.9%	-5%[46.1 µM]	·	15%	-5%
COc1cccc(NC(=O)N2CCC(N3CCCCC3)CC2)c1	9%	3%	2.1%	-9%[46.1 µM]	-4%	7%	13%
Cc1ccc(-n2ncc3c(N4CCCC4)ncnc32)c(C)c1	28%	11%[38.3 µM]	-0.3%	-26%[46.1 µM]	-6%	-2%	?
CC1CN(C(=O)c2ccncc2)CC(C)O1 (stereo unspecified)	11%	15%	-3.5%	0%[46.1 µM]	10%	0%	-21%
O=C1CC(c2ccco2)CC(O)=C1C=Nc1ccc(Br)cc1 (stereo unspecified)	-2%	24%[38.3 µM]	0.9%	-13%[46.1 µM]	·	-2%	13%
COc1ccc(Cn2c(S(=O)(=O)CC(N)=O)nc3ccccc32)cc1[N+](=O)[O-]	?	0%	1.2%	-4%	-3%	·	-6%[9.22 µM]
CCCN1CNC(=S)N(c2cc(C)ccc2C)C1	-5%	4%	-0.8%	-1%[46.1 µM]	-3%	4%	-1%
Cc1ccc(C)c2sc(NC(=O)CN3C(=O)CCC3=O)nc12	-2%	·	0.0%	4%	·	·	-2%[9.22 µM]
Cc1cccc(C)c1NC(=O)N1CCC(n2cnc3ccccc32)CC1	8%	21%[38.3 µM]	-1.0%	-19%[46.1 µM]	·	-1%	-10%
Nc1nonc1-c1noc(CCCN2C(=O)c3ccccc3C2=O)n1	2%	-9%[38.3 µM]	0.0%	-3%[46.1 µM]	3%	-3%	6%
CCn1c(Cc2ccc(OC)cc2)nnc1SCc1nc2ccccc2c(=O)[nH]1	0%	-5%	2.2%	-4%	12%	2%	5%
COc1ccc(-c2cnc3ncnn3c2N)cc1	3%	3%	-0.8%[10.1 µM]	11%	5%	-1%	-15%[9.22 µM]
CC(C)(C)NC[C@H](O)COc1cccc2c1CCC(=O)N2	5%[21.7 µM]	-2%	0.0%[16.9 µM]	·	·	0%[17.1 µM]	-1%[20.6 µM]
O=C(Oc1ccc2ccc(=O)oc2c1)N1CCOCC1	-2%	-21%[38.3 µM]	0.0%	-1%[46.1 µM]	2%	-3%	20%
O=c1[nH]c2ccccc2n1C1=CCCC1	0%	-7%[38.3 µM]	-0.5%	4%[46.1 µM]	2%	-3%	-2%
O=C(CCCOc1ccccc1)Nc1nccs1	1%	-4%[38.3 µM]	0.7%	-16%[46.1 µM]	-1%	9%	-20%

# An excerpt; rates above refer to the full screens.
